PMI inhibition – human PMI inhibitors, high substrate, primary screen, biochemical, fluorescence intensity, high mannose 6-phosphate (AID 1220) | recombinant PMI enzyme, coupled fluorescence intensity; higher % means a stronger effect | one-dose inhibition, % at 20 µM; IC50 in µM for titrated hits | hit rate 0.66% among 190,000
LYP inhibition – PTPN22 lymphoid phosphatase activity blockers – biochemical, fluorescence intensity, uHTS (AID 1779). recombinant LYP phosphatase, fluorescence intensity; higher % means a stronger effect. inhibition, % at 11.5 µM, or IC50 in µM where a hit was titrated. hit rate 0.054% among 290,000;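 note: plate controls were vehicle with enzyme for no effect and no enzyme for full effect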
TNAP activation fold – stimulation of alkaline phosphatase TNAP activity – biochemical, luminescent, no phosphate acceptor, uHTS, primary screen (AID 1001); purified TNAP, luminescent activation assay, no phosphate acceptor; higher activation fold means a stronger effect; activation fold at 20 µM, or EC50 in µM where a hit was titrated; hit rate 0.03% among 200,000; in the data active = activation fold from about 3, or a potency from the dose series; inactive = the rest, 99 in 100 with activation fold below about 1.6; note: many of its hits are not listed in these tables
ER stress rescue – protection against thapsigargin-triggered cell killing – 384-well, CSM14.1, ATP luminescence, primary screen (AID 1222); CSM14.1 thapsigargin-induced death rescue, ATP luminescence; higher % means a stronger effect; cellular ATP content (survival), % at 20 µM, or EC50 in µM where a hit was titrated; 190,000 tested, under 10 active;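 active = EC50 below 50 µM in the dose-response confirmation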;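 note: death triggered by thapsigargin at about 15 µM added after 2 h compound pretreatment; cell ATP read after overnight thapsigargin exposure of roughly 18 to 22 hours; normalized against plate controls of thapsigargin alone and 5% DMSO vehicle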
human PMI inhibition – inhibitors of human PMI, primary screen, biochemical, fluorescence intensity, coupled assay (AID 1209). purified PMI enzyme, coupled fluorescence intensity; higher % means a stronger effect. inhibition, % at 20 µM, or IC50 in µM where a hit was titrated. hit rate 0.42% among 190,000;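 note: plate controls were DMSO vehicle for no effect and wells lacking substrate for full effect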
XIAP antagonists – XIAP antagonists, biochemical, IAP family, fluorescence polarization (AID 1018) | XIAP BIR domain, fluorescence polarization peptide displacement; higher % means a stronger effect | displacement, % at 20 µM, or IC50 in µM where a hit was titrated | hit rate 0.007% among 200,000; in the data active = displacement above about 50%; note: a part of the inactive calls stands beside numbers as strong as those of hits
M17LAP inhibition – P. falciparum M17LAP inhibitors, primary screen, biochemical, fluorogenic H-Leu-NHMec substrate, 1536-well (AID 1619) | recombinant M17LAP, H-Leu-NHMec fluorogenic kinetic assay; higher % means a stronger effect | inhibition, % at 30 µM; hits with a dose series show IC50 in µM | hit rate 0.38% among 220,000;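 active = compound inhibiting the enzyme by more than half at any dose during confirmatory dose-response retesting; inconclusive = strong single-dose inhibitors picked by rank but not retested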;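 note: plate controls were full reaction with DMSO carrier for no effect and no enzyme background for full effect; strong numbers were not always called active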
Myeloid diff 2 – myeloid differentiation induction; ER-HoxA9 myeloid progenitors, lysozyme-GFP differentiation, flow cytometry; AID 624256; calls only at 10 µM; hit rate 1% among 360,000;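 active = normalized GFP-positive differentiation at or above the plate's own cutoff, the solvent-only control mean plus 3 SD; inconclusive = no clear call, values can overlap the other calls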;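 note: cells exposed to compound for four days before flow analysis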
M1AAP inhibition – malaria alanyl aminopeptidase activity blockers – biochemical, fluorogenic H-Leu-NHMec substrate, 1536-well (AID 1445); hit rate 0.42% among 220,000; one-dose inhibition, % at 30 µM; IC50 in µM for titrated hits; recombinant M1AAP, H-Leu-NHMec fluorogenic kinetic assay; higher % means a stronger effect;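 active = primary inhibition above the hit cutoff, then over 50% inhibition at one or more dose response concentrations, cut at about 23% in these data, passing the limit was not always enough; inconclusive = conflicting primary data, or primary hits not chosen for dose response; inactive = low primary inhibition, or under 50% at every dose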;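 note: plate controls were DMSO full reaction for no effect and no enzyme background for full effect; strong numbers were not always called active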
Myeloid diff 2 GFP+ MAC1+ % – recorded beside Myeloid diff 2, whose call it bears; GFP+ MAC1+ double positive, %; measured here: differentiation confirmed by MAC1 staining
* hit, by the source's call; i = inactive; ? = inconclusive; . = no result given; + = active, no number. Cut-off read from the data, not from the text of the source, unless noted: active = inhibition above about 50%; inactive = the rest.

| nr | smiles | PMI inhibition | LYP inhibition | TNAP activation fold | ER stress rescue | human PMI inhibition | XIAP antagonists | M17LAP inhibition | Myeloid diff 2 | Myeloid diff 2 GFP+ MAC1+ % | M1AAP inhibition |
| --- | --- | --- | --- | --- | --- | --- | --- | --- | --- | --- | --- |
| 1 | COc1ccc(C(=O)/C(C#N)=N/Nc2ccc([N+](=O)[O-])cc2)cc1 | -5.5% | 9.4% | 0.6 | -0.6% | -5.2% | -2.1% | 1.6% | ? | . | 3.6% |
| 2 | CNc1cnn(-c2ccccc2)c(=O)c1Cl | -8.5% | -9.0% | 1.1 | -1.7% | 1.2% | -5.3% | -6.4% | i | 0.0 | -8.7% |
| 3 | CC(C)(C)c1ccc(OCC(O)CSc2ncn[nH]2)cc1 (stereo not drawn) | 6.2% | -5.1% | 1.2 | -2.0% | 22.7% | -1.1% | 28.6% | i | 0.4 | 5.7% |
| 4 | COc1ccc(CC(=O)NN2C(=O)c3ccccc3C2=O)cc1 | 6.7% | -2.5% | 1 | -5.7% | -1.1% | -6.5% | 19.0% | + | 9.6* | 1.4% |
| 5 | O=C(CSc1ccc2nnc(-c3cccnc3)n2n1)NCc1ccco1 | -19.7% | -10.8% | 1.1 | 2.7% | -9.0% | 0.2% | -1.9% | i | 2.7 | 7.8% |
| 6 | CC(C)CCNC(=O)[C@H](CSCc1ccccc1)N1Cc2ccccc2C1=O | 8.1% | -7.2% | 1.1 | 3.7% | 6.7% | 0.2% | 9.2% | i | 2.6 | -0.9% |
| 7 | COc1ccc(C)cc1NC(=O)c1ccc(-c2ccc(C(C)=O)cc2)o1 | -0.4% | -3.2% | 1.1 | 0.7% | -1.2% | -5.4% | 12.4% | i | 0.7 | -0.9% |
| 8 | O=C(COC(=O)CNC(=O)c1ccccc1)Nc1ccc2c(c1)OCO2 | -2.9% | -8.7% | 1.1 | . | -15.4% | -8.6% | -0.7% | i | 0.2 | 4.2% |
| 9 | CN(C(=O)COC(=O)c1cc([N+](=O)[O-])ccc1N1CCCC1)C1CCS(=O)(=O)C1 (stereo not drawn) | 16.6% | 4.2% | 1 | 0.3% | 1.9% | -4.1% | 26.3% | i | 1.1 | 8.3% |
| 10 | CC(C)(C)NC(=O)CSc1nc(-c2ccccc2)c(-c2ccccc2)[nH]1 | 18.5% | -0.6% | 1.1 | -3.1% | 17.0% | -3.6% | 1.5% | i | 0.6 | -0.4% |
| 11 | O=C(C1CC1)N1CCc2cc(S(=O)(=O)N3CCOCC3)ccc21 | -7.2% | -12.3% | 1.1 | 0.5% | -5.2% | -2.2% | 6.1% | i | 1.3 | 0.8% |
| 12 | O=C1c2ccccc2C(=O)N1CCCCSc1nc2ccccc2o1 | 0.8% | -6.1% | 1.1 | -2.8% | 4.1% | -7.2% | -1.4% | i | 0.8 | 7.8% |
| 13 | CC1(C)CC(=O)c2cc(NC(=O)c3ccc(F)cc3)c(=O)oc2C1 | -2.3% | -6.5% | 1.1 | 2.9% | -9.1% | -3.3% | -3.4% | i | 0.2 | 0.6% |
| 14 | CC(=O)c1c(C)[nH]c(C(=O)OCC(=O)Nc2ccc(Cl)c(S(=O)(=O)N(C)C)c2)c1C | . | -1.2% | . | . | . | . | 5.1% | i | 0.2 | 11.3% |
| 15 | OC1CCCN(Cc2c3ccccc3cc3ccccc23)C1 (stereo not drawn) | 1.4% | -12.9% | 1.1 | -1.0% | 3.9% | -0.2% | -39.2% | i | 0.7 | 5.6% |
| 16 | COc1ccc(OC)c(S(=O)(=O)Nc2cc(OC)c(Cl)cc2OC)c1 | 4.3% | -3.4% | 1.1 | 5.5% | 13.6% | -13.2% | -2.4% | i | 3.8 | 3.5% |
| 17 | Cc1ccc(NC(=O)N(Cc2cccs2)Cc2cc3cc4c(cc3[nH]c2=O)OCO4)cc1 | -0.2% | 6.8% | 1.2 | -3.0% | 8.8% | -4.7% | 7.0% | . | . | 1.2% |
| 18 | COc1ccc(C2N(c3ccccn3)C(=O)C3CCCN32)c(OC)c1 (stereo not drawn) | -0.5% | -6.8% | 1 | -0.7% | -11.5% | -4.5% | 2.2% | i | 2.0 | 4.0% |
| 19 | CCOC(=O)c1[nH]c2cc(OC)c(OC)cc2c1N | 11.3% | -3.0% | 1.1 | -1.5% | 21.3% | 1.5% | 9.4% | i | 0.5 | 3.2% |
| 20 | COc1cccc(-n2c(Cc3cc(=O)[nH]c(=O)[nH]3)nnc2SCC(=O)NC2CCCC2)c1 | -2.1% | -3.8% | 1.1 | -0.5% | -3.1% | 2.1% | -4.5% | i | 1.0 | -7.8% |
| 21 | COc1ccccc1N1CCN(C(=O)CN2C(=O)C3CCCCC3C2=O)CC1 (stereo not drawn) | -0.3% | -4.9% | 1.1 | 1.2% | -3.9% | -7.5% | -1.1% | i | 0.2 | 2.2% |
| 22 | CCOC(=O)N1CCN(S(=O)(=O)c2ccc(OC)c3ccccc23)CC1 | 11.1% | -6.3% | 1 | 0.1% | 14.5% | -4.8% | -2.2% | i | 0.7 | -8.0% |
| 23 | CS(=O)(=O)N(CC(=O)NC1CC1)C1CCCCC1 | -9.5% | -2.9% | 1.1 | -0.9% | -3.3% | -1.8% | 1.0% | i | 0.3 | 4.9% |
| 24 | CC(C)c1ccc(N(CC(=O)O)S(=O)(=O)c2cccnc2)cc1 | 3.8% | -3.6% | 1.2 | -0.7% | -3.6% | 1.8% | -1.3% | i | 1.8 | -2.4% |
| 25 | C=CCOC(=O)Nc1c(C(=O)OC)[nH]c2ccccc12 | -1.0% | -0.2% | 1 | 5.0% | -3.7% | -5.4% | 1.2% | i | 1.0 | 16.4% |
| 26 | Cn1c(=O)n(C)c2cc([N+](=O)[O-])c(N3CCN(C(=O)c4ccccc4Cl)CC3)cc21 | -3.1% | -1.2% | 1 | 4.9% | -0.8% | -2.0% | 1.1% | i | 7.7 | 5.4% |
| 27 | O=C(COC(=O)Cc1c(Cl)cccc1Cl)NCCC1=CCCCC1 | 14.7% | -4.6% | 1 | -1.5% | 13.9% | -15.2% | -5.5% | i | 1.6 | 5.8% |
| 28 | O=C(NCc1cccnc1)Nc1ccc(F)cc1F | -10.4% | -6.9% | 1.1 | -2.6% | -5.8% | -4.6% | 2.0% | i | 1.8 | -4.3% |
| 29 | O=C(NCCN1CCOCC1)c1cc2sccc2n1Cc1ccc(Cl)cc1 | 4.1% | -8.7% | 1 | -0.7% | 2.8% | 2.5% | 3.2% | + | 31.5* | 10.2% |
| 30 | Cc1cccc(Cn2cnc3c(nnn3Cc3ccc(F)cc3)c2=O)c1 | 2.6% | -1.7% | 1.1 | -0.1% | 8.9% | -2.1% | -1.4% | i | 0.4 | 1.5% |
| 31 | O=C(Nc1ccccc1F)c1coc(=O)c(Br)c1 | -32.9% | -1.5% | 1.1 | -1.4% | -36.5% | -2.2% | 7.3% | i | 0.3 | 12.2% |
| 32 | CCc1ccc(NC(=O)C(=O)NNC(=O)COc2cccc(OC)c2)cc1 | -4.3% | -14.8% | 1.4 | 2.0% | -7.2% | -8.4% | -11.5% | i | 0.4 | -11.5% |
| 33 | N#Cc1ccccc1NC(=O)c1cccc(COc2ccc(Cl)cc2Cl)c1 | -1.8% | -10.7% | 1.1 | -2.3% | 5.1% | -3.8% | -2.0% | i | 0.4 | 3.2% |
| 34 | Cc1ccc(OCC(=O)NNC(=O)c2cccnc2)cc1 | -12.8% | -0.6% | 1.2 | 0.3% | -6.4% | 0.0% | 6.0% | i | 0.8 | 7.2% |
| 35 | Cc1cc(=O)[nH]c2cc(Cl)ccc12 | 4.4% | -4.2% | 1.1 | 0.6% | 6.1% | 1.8% | -14.9% | i | 0.8 | 3.0% |
| 36 | Cc1occc1C(=O)NCCc1cccc(Cl)c1 | -7.4% | -4.3% | 1 | -0.6% | -6.0% | -6.9% | -0.8% | i | 0.5 | 8.3% |
| 37 | CCOc1ccc2nc(NCCNC(=O)Nc3ccccc3)c(C#N)cc2c1 | 22.5% | -5.1% | 1.4 | 3.4% | 31.3% | -10.4% | 5.5% | i | 0.5 | 3.9% |
| 38 | Cc1ccc(NC(=O)C2CCCN(S(=O)(=O)c3c(C)noc3C)C2)cc1F (stereo not drawn) | 1.5% | 2.3% | 1.1 | -0.5% | -2.4% | -1.6% | 5.2% | i | 0.6 | 5.3% |
| 39 | O=C(CSc1nnc(CCc2nc3ccccc3[nH]2)n1-c1ccccc1)NCc1ccccc1 | 5.0% | -7.8% | 1.3 | -1.2% | 6.9% | 3.7% | 6.5% | i | 0.8 | -1.2% |
| 40 | COc1ccc(Cl)cc1NC(=O)CNc1ccccc1N1CCOCC1 | 7.3% | -3.4% | 1.1 | -0.2% | 8.6% | -6.7% | 10.1% | i | 1.1 | 13.0% |
| 41 | O=C(Cn1nc(C(F)(F)F)cc1C1CC1)Nc1ccccc1F | 11.7% | -5.5% | 1.1 | 15.2% | 2.5% | -0.8% | -7.6% | i | 0.7 | 3.3% |
| 42 | O=C(CCN1C(=O)C2C3C=CC(C3)C2C1=O)Nc1ccccn1 (stereo not drawn) | -0.8% | -1.2% | 1.1 | -3.8% | 4.4% | -1.0% | 10.7% | i | 0.8 | -4.0% |
| 43 | Nc1ccn(-c2ncc(C(F)(F)F)cc2Cl)c(=O)n1 | 0.0% | -5.3% | 1.1 | -0.7% | 2.4% | -4.0% | 7.1% | i | 0.1 | 14.3% |
| 44 | COc1ccc(NCN2C(=O)C3C4C=CC(C4)C3C2=O)cc1 (stereo not drawn) | 44.5% | -7.8% | 1 | -0.9% | 21.8% | -3.3% | -1.4% | i | 0.7 | 2.8% |
| 45 | COc1ccc(-n2cnnc2SCC(=O)Nc2cccc([N+](=O)[O-])c2)cc1 | 10.2% | -11.8% | 1 | 0.3% | -0.8% | -6.8% | -13.1% | i | 0.4 | -1.2% |
| 46 | O=S1(=O)NC(=NCc2ccco2)c2ccccc21 | 7.3% | -7.5% | 1 | -1.3% | 0.6% | -2.6% | 6.2% | i | 6.0 | 7.8% |
| 47 | Cc1ccccc1-n1c(Cn2c(=O)sc3ccccc32)nnc1SCC(=O)NCC1CCCO1 (stereo not drawn) | 18.9% | -7.5% | 1.1 | 0.5% | 15.6% | -9.2% | -14.4% | i | 3.0 | 3.0% |
| 48 | CC(=O)Nc1ccc(NC(=O)C(C)OC(=O)/C=C/c2cccs2)cc1 (stereo not drawn) | 10.4% | -3.4% | 1.1 | -0.6% | 8.2% | -9.8% | 2.0% | i | 0.4 | 5.2% |
| 49 | Cc1noc(NS(=O)(=O)c2ccc(N/C=C/C(=O)c3cccnc3)cc2)c1C | -4.4% | -5.8% | 1.1 | . | -0.6% | -1.8% | 12.5% | i | 2.5 | 2.7% |
| 50 | CCOC(=O)C1CCN(c2cc(=O)n(-c3ccccc3Cl)c(=O)[nH]2)CC1 | -1.4% | 0.0% | 1.1 | 0.0% | -3.7% | -12.1% | -4.9% | i | 5.8 | -0.9% |
| 51 | O=C(Cn1nc(C(F)(F)F)c2c1CCCC2)NCc1ccco1 | -6.4% | -3.6% | 1.1 | -0.7% | -3.4% | -2.8% | -0.8% | i | 0.5 | -1.8% |

Assay outcomes from PubChem.
